# Mtb UGM inh: inhibitors of M. tuberculosis UDP-galactopyranose mutase; P9WIQ1; hit rate 0.06% among 320,000; inhibition, % at 10 µM; purified UGM, fluorescence polarization probe displacement; AID 504406; in the data active = inhibition above about 10%, passing the limit was not always enough; inconclusive = no clear call, values can overlap the other calls
# Target sequence (P9WIQ1 whole entry, looked up): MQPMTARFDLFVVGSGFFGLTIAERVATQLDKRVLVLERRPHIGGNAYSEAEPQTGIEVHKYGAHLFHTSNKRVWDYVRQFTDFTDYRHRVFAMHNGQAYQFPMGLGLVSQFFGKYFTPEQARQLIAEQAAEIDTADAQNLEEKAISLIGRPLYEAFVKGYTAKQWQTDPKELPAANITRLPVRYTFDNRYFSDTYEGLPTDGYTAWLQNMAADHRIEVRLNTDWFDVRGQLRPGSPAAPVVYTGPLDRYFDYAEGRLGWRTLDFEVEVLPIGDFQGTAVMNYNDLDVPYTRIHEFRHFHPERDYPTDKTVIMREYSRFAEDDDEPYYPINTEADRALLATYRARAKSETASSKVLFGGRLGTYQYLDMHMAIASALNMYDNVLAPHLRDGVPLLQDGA
# PrPC surface inh: inhibitors of human cell surface prion protein PrPC | AID 720596 | P04156 | inhibition, % at 13.8 µM | TR-FRET read-out | hit rate 0.43% among 370,000; in the data active = inhibition above about 24%; also: 0% = median of the test wells and 100% = reference compound wells
# MazF activator: MazEF (E. coli) toxin RNase activation; P0AE70; FAM/BHQ RNA-DNA oligo cleavage fluorescence, 5 h; activation, % at 20 µM; hit rate 0.32% among 350,000; AID 504720; in the data active = activation above about 50%
# Target sequence (P0AE70 whole entry, looked up): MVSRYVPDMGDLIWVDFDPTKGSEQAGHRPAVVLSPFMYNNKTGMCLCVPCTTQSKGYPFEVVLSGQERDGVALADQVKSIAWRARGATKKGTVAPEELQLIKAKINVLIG
# GDH-TPI inh: inhibits GDH-TPI coupling enzymes, artifact for Mtb FBA screen; GDH-TPI coupled enzyme counterscreen, NADH absorbance; AID 588335; inhibition, % at 4.8 µM; hit rate 1.2% among 360,000; in the data active = inhibition above about 30%;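 also: 0% = DMSO wells and 100% = wells lacking the enzyme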
# FadD28 FP inh: M. tuberculosis FadD28 bisubstrate binding inhibition; FadD28 bisubstrate probe binding, fluorescence polarization; inhibition, % at 12.5 µM; hit rate 0.22% among 360,000; in the data active = inhibition above about 8.5%, passing the limit was not always enough; inconclusive = no clear call, values can overlap the other calls
# FBA Mtb inh: inhibits M. tuberculosis FBA enzyme; purified M. tuberculosis FBA, fluorescence read-out; inhibition, % at 1 µM; hit rate 2.3% among 360,000; in the data active = inhibition above about 27%;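 also: 0% = vehicle and 100% = reference inhibitor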
# BioA inh: blocks M. tuberculosis BioA enzyme activity; purified M. tuberculosis BioA enzyme, plate reader; hit rate 0.096% among 360,000; AID 602481; inhibition, % at 9.99 µM; in the data active = inhibition above about 40%; inconclusive = no clear call, values can overlap the other calls
# Rv3671c protease: inhibitors of M. tuberculosis serine protease Rv3671c | P9WHR9 | inhibition, % at 5.96 µM | hit rate 0.048% among 320,000 | AID 2606; in the data active = inhibition above about 38%;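 also: extracellular domain of Rv3671c used as enzyme; 0% = enzyme with DMSO and 100% = no enzyme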
# Target sequence (P9WHR9 whole entry, looked up, the tested form may be a part): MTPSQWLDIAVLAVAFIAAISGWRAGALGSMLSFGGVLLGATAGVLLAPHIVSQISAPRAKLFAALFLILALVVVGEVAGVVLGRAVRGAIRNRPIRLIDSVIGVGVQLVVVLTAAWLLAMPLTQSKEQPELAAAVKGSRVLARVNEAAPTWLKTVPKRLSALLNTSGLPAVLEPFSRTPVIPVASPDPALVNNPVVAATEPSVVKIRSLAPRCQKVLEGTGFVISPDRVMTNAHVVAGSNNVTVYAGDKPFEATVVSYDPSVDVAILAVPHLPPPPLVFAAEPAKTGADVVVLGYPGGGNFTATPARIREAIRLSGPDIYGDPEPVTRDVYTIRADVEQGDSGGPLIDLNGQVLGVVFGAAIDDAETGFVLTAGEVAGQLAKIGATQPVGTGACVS
# BoNT F protease: inhibitors of Botulinum neurotoxin F light chain protease | Multiplex microsphere protease cleavage assay, flow cytometry | inhibition, % at 10 µM | hit rate 0.22% among 360,000; in the data active = inhibition above about 35%, passing the limit was not always enough; inconclusive = no clear call, values can overlap the other calls; also: plate controls were buffer without enzyme for full effect and enzyme alone for no effect
# Active calls of the source: *; u = inconclusive; x = not tested or not shown. Hits appear at their usual frequency, and some 4.8% of all compounds hit somewhere here.
SMILES,Mtb UGM inh,PrPC surface inh,MazF activator,GDH-TPI inh,FadD28 FP inh,FBA Mtb inh,BioA inh,Rv3671c protease,BoNT F protease
CC(C)N1CCN(Cc2cccc(-c3ccco3)c2)CC1CCO (stereo not given),2.3,2.7,-2.0,1.9,-3.5,-3.7,x,-2.5,-3.8
CC(=O)N(Cc1cc2cc(C)ccc2[nH]c1=O)c1cccc(C)c1C,-0.8,-5.2,6.5,18.4,0.7,1.8,-1.0,0.3,-11.3
FC(F)(F)c1cccc(-c2cc3nc(NCCCn4ccnc4)ccn3n2)c1,x,-9.2,x,6.2,-10.9,9.9,2.2,x,-11.6
CC(C)(C)NC(=O)c1nn2c(C(F)(F)F)cc(-c3ccccc3)nc2c1Br,1.2,9.5,1.5,7.4,-2.3,1.8,0.1,4.9,u
CCOC(=O)C1=C(Nc2cccc(Cl)c2)OCC1=O,0.7,2.1,2.6,-3.8,-3.2,2.4,0.6,-16.8,-5.4
O=C(CN1CCN(c2ccccn2)CC1)NC1CCCC1,1.5,-4.5,-14.8,-15.0,-3.0,-0.5,0.6,-3.3,-1.5
O=C(NNC(=S)Nc1ccccc1Cl)c1ccccc1,-0.6,-4.1,4.0,4.5,-4.1,-1.0,0.7,7.3,-3.8
Cc1ccc(-c2ccc(/C=N/NC(N)=S)o2)cc1,-1.2,-10.6,1.5,24.1,-2.7,10.7,0.8,1.5,x
Cn1cc(Br)c(C(=O)NNC(=O)Cc2ccc(Cl)cc2)n1,0.9,2.0,1.1,-1.1,0.0,-1.9,-1.0,8.3,5.1
Cc1ccc(/C=N/n2c(C)n[nH]c2=S)o1,1.1,-1.8,-5.6,20.7,-4.2,-1.7,-1.4,6.1,2.7
O=C(NC(c1ccccc1)c1cnccn1)C1CCN(CCOc2ccc(Cl)cc2Cl)CC1 (stereo not given),x,-11.9,x,3.6,-2.2,3.0,-1.2,x,-6.3
CN(C(=O)CSc1nc2scc(-c3ccccc3)c2c(=O)[nH]1)c1ccccc1,1.7,0.6,-7.5,3.1,-4.3,2.1,-0.9,-15.3,0.1
COc1ccc(-c2ccc(SCC(=O)N3CCCC3)nn2)cc1OC,-3.2,-0.8,7.6,6.2,-3.4,0.7,-4.9,-0.1,6.4
CCOc1ccccc1NS(=O)(=O)c1ccc2oc(=O)ccc2c1,-1.1,6.1,6.7,4.1,-3.9,-4.8,0.0,-3.0,-14.6
CCc1ccc(OCC2c3cc(OC)c(OC)cc3CCN2C(=S)NC)cc1 (stereo not given),3.2,-7.6,9.0,-1.9,-1.9,-1.5,x,-12.6,-4.1
Cc1ccc(-c2nnn(CC(=O)N(CC(=O)NC3CCCC3)c3ccccc3F)n2)o1,x,-1.1,5.4,1.5,-1.0,3.3,0.9,x,8.6
O=C(O)c1ccccc1Nc1ccc([N+](=O)[O-])cc1,3.4,-20.4,-6.5,7.0,1.5,-10.8,x,-2.4,4.2
Cn1nc([N+](=O)[O-])nc1Sc1nnc(-c2ccccc2)o1,-3.0,6.6,10.7,1.5,-3.9,-1.6,-0.4,0.1,-13.5
O=C(CCC1CCCCC1)Nc1cc(Cl)ccc1N1CCOCC1,x,-2.8,3.7,-1.8,-3.6,-0.6,1.2,x,-12.0
CC1CN(CCc2ccccc2)c2nc3c(c(=O)n(CC(N)=O)c(=O)n3C)n2C1 (stereo not given),-2.9,19.3,-3.6,6.6,0.7,0.1,3.4,-4.7,-7.9
CCOC(=O)c1ccc(S(=O)(=O)N2CCC(C(=O)N3CCN(c4ccccc4OC)CC3)CC2)cc1,x,-1.2,-10.3,3.1,-0.5,1.5,0.1,x,8.4
O=C(CSc1nc2ccsc2c(=O)n1Cc1ccc(C(=O)O)cc1)NCC1CCCO1 (stereo not given),3.1,-2.0,2.6,5.8,-0.7,-1.8,0.2,14.1,6.0
COC(=O)c1sc(NC(=O)c2ccc(Cn3cc(Cl)cn3)o2)c(C#N)c1C,1.4,-3.3,5.4,15.2,1.2,6.1,0.7,-5.9,2.7
COCc1cc(C)nc(Nc2ccccc2C)c1C#N,1.8,x,-3.9,-5.5,-2.0,-1.9,x,-1.5,1.7
COc1ccc(N2CCN(C(=O)C(C)(C)Oc3ccc(Cl)cc3)CC2)cc1,-1.2,1.0,4.0,-3.3,0.7,1.6,2.8,3.9,-2.5
# New compounds follow:
SMILES,Mtb UGM inh,PrPC surface inh,MazF activator,GDH-TPI inh,FadD28 FP inh,FBA Mtb inh,BioA inh,Rv3671c protease,BoNT F protease
CC1(C)CC(=O)c2cc(C(=O)NCc3ccco3)c(=O)n(-c3ccc(Cl)cc3)c2C1,-2.3,8.6,9.2,18.6,-3.0,-11.1,7.2,0.6,6.4
COc1ccc(Br)cc1C1Nc2ccccc2C(=O)N1NC(=O)c1ccncc1 (stereo not given),0.6,3.1,7.3,8.3,-9.7,-5.6,3.3,-1.4,-4.4
O=C(CSC1=NS(=O)(=O)c2ccccc2N1)NCCc1ccccc1,0.9,-0.9,6.4,-4.5,-2.8,0.5,x,2.2,-17.3
C=CCNc1oc(-c2cccc(F)c2)nc1C#N,x,-4.6,-0.7,6.6,-1.9,-1.5,-0.1,5.0,-3.1
Cc1cc(CNC(=O)c2ccc3nc(Cc4ccccc4F)oc3c2)nn1C,0.8,-1.4,-0.7,-4.2,-3.9,-1.2,3.7,-2.6,3.0
CN1C[C@H]2CON(C)[C@H]2C[C@H]1c1cccc(Br)c1,x,-5.6,-5.5,-0.9,-2.5,-1.5,0.1,x,-5.8
FC(F)(F)c1cccc(-c2cc3nc(NC4CCCCC4)ccn3n2)c1,x,12.3,x,-6.2,-4.6,8.5,-0.5,x,-6.0
O=C(NCC1CCCN1S(=O)(=O)c1cccs1)c1ccc(Cl)cc1 (stereo not given),-0.3,2.7,0.5,-2.1,-0.8,1.1,x,-5.3,-7.4
CCc1ccc2[nH]c(=O)c(C(c3nnnn3Cc3ccco3)N3CCC(C)CC3)cc2c1 (stereo not given),-1.4,10.6,-11.2,4.2,-2.4,4.8,0.9,-9.6,-4.7
O=C(Cc1c(F)cccc1Cl)Nc1ccccc1C(=O)N1CCCCC1,4.2,4.6,-0.4,-1.1,-2.7,-2.8,0.0,3.5,u
CC(C)CN(C(=O)c1ccc(N2CCCC2=O)cc1)C1CCS(=O)(=O)C1 (stereo not given),-2.2,2.2,5.6,-0.7,-3.0,-1.8,x,-5.6,-2.3
Cc1ccc(CN2C(=O)CSC2c2ccc(F)cc2)cc1 (stereo not given),-3.3,8.8,-1.0,-4.4,-3.4,3.5,2.2,6.9,8.7
Cn1c(=NC(=O)CCS(=O)(=O)c2ccccc2)sc2cc(F)ccc21,1.9,1.2,-10.3,6.3,0.8,6.2,-2.2,2.0,0.3
CC1(C)CC(=O)C(/C=N/c2ncccc2C(=O)O)=C(O)C1,-1.6,0.3,3.5,28.0,-3.8,2.6,-0.9,0.3,13.5
Cc1cc(NC(=O)c2cc(-c3ccccn3)nc3ccccc23)no1,2.2,-14.4,-0.5,13.0,-0.7,-0.3,1.1,-7.0,0.7
Cc1cc2c(cc1S(=O)(=O)NCc1ccccc1)n(C)c(=O)c(=O)n2C,3.1,2.8,-8.3,18.8,-2.9,2.1,4.1,5.7,-8.8
C/C(=N\NC(=O)c1cccs1)c1ccncc1,-1.3,-2.7,5.4,2.1,-0.9,-1.0,-1.2,7.8,12.3
Cc1ccc(SCC(=O)N2CC(C)OC(C)C2)cc1 (stereo not given),0.9,-5.9,18.5,20.6,-1.1,-3.8,-1.5,1.5,-6.9
O=C(N/N=C/c1ccc(O)cc1)c1cc(C23CC4CC(CC(C4)C2)C3)[nH]n1,-0.5,18.2,8.6,7.7,-0.7,5.1,x,-1.2,x
O=c1cc(-c2ccc([N+](=O)[O-])cc2)nc2cc(-c3ccc(F)cc3)[nH]n12,3.1,-9.8,-1.0,2.2,-2.0,4.9,x,1.8,-0.2
CCN(CC(=O)Nc1ccc2c(c1)OCCO2)C(=O)c1ccc(Cl)cc1Cl,-1.2,-4.0,-1.1,11.3,-0.5,9.3,x,-4.4,-6.3
CC(=O)C1=C(O)C(=O)N(CCN(C)C)C1c1ccc(Cl)cc1 (stereo not given),x,2.1,3.8,-7.7,-4.9,0.3,-0.7,x,-4.5
CC1CN(C(=O)c2cc3cc(Cl)ccc3[nH]2)CC(C)O1 (stereo not given),0.3,0.8,-7.6,6.0,0.6,0.8,x,0.3,-29.5
O=C(OCc1nnc(-c2ccccc2)o1)c1ccc(Cl)cc1,0.9,6.2,6.4,8.7,-1.0,-4.3,x,-5.2,4.6
O=C(O)CCC(=O)NNC(=O)COc1ccc(Cl)cc1Cl,-0.1,-8.2,-7.9,1.3,-0.5,2.0,x,2.1,-5.7

# Six compounds picked at random from the list so far:
SMILES,Mtb UGM inh,PrPC surface inh,MazF activator,GDH-TPI inh,FadD28 FP inh,FBA Mtb inh,BioA inh,Rv3671c protease,BoNT F protease
CCOC(=O)C1=C(Nc2cccc(Cl)c2)OCC1=O,0.7,2.1,2.6,-3.8,-3.2,2.4,0.6,-16.8,-5.4
Cc1cc(NC(=O)c2cc(-c3ccccn3)nc3ccccc23)no1,2.2,-14.4,-0.5,13.0,-0.7,-0.3,1.1,-7.0,0.7
CN(C(=O)CSc1nc2scc(-c3ccccc3)c2c(=O)[nH]1)c1ccccc1,1.7,0.6,-7.5,3.1,-4.3,2.1,-0.9,-15.3,0.1
CCc1ccc2[nH]c(=O)c(C(c3nnnn3Cc3ccco3)N3CCC(C)CC3)cc2c1 (stereo not given),-1.4,10.6,-11.2,4.2,-2.4,4.8,0.9,-9.6,-4.7
Cc1ccc(SCC(=O)N2CC(C)OC(C)C2)cc1 (stereo not given),0.9,-5.9,18.5,20.6,-1.1,-3.8,-1.5,1.5,-6.9
CC1CN(CCc2ccccc2)c2nc3c(c(=O)n(CC(N)=O)c(=O)n3C)n2C1 (stereo not given),-2.9,19.3,-3.6,6.6,0.7,0.1,3.4,-4.7,-7.9

# In the list so far, three contain a CF3 group:
SMILES,Mtb UGM inh,PrPC surface inh,MazF activator,GDH-TPI inh,FadD28 FP inh,FBA Mtb inh,BioA inh,Rv3671c protease,BoNT F protease
FC(F)(F)c1cccc(-c2cc3nc(NCCCn4ccnc4)ccn3n2)c1,x,-9.2,x,6.2,-10.9,9.9,2.2,x,-11.6
CC(C)(C)NC(=O)c1nn2c(C(F)(F)F)cc(-c3ccccc3)nc2c1Br,1.2,9.5,1.5,7.4,-2.3,1.8,0.1,4.9,u
FC(F)(F)c1cccc(-c2cc3nc(NC4CCCCC4)ccn3n2)c1,x,12.3,x,-6.2,-4.6,8.5,-0.5,x,-6.0

# The list goes on:
SMILES,Mtb UGM inh,PrPC surface inh,MazF activator,GDH-TPI inh,FadD28 FP inh,FBA Mtb inh,BioA inh,Rv3671c protease,BoNT F protease
CCS(=O)(=O)NC(C)C(c1cccs1)N1CCN(c2ccc(OC)cc2)CC1 (stereo not given),-2.5,4.0,1.1,-4.3,-2.2,0.0,1.4,13.2,-2.4
O=C(NCCSc1ccc(Cl)cc1)c1ccc(CN2CCOCC2)cc1,2.1,7.7,-15.4,-2.2,-1.6,2.2,x,0.8,-0.9
O=C(O)c1ccccc1-c1nc2ccccc2[nH]1,0.6,4.8,7.9,0.6,0.0,-1.4,1.3,4.9,0.5
COc1ccccc1-c1ccc2c(c1)C(C)(Cc1ccccc1C#N)C(=O)N2 (stereo not given),x,5.1,x,10.2,-2.6,1.7,-0.5,x,-3.9
C=CCn1cc(C(C)=O)c(=O)[nH]c1=O,2.1,-4.8,-5.0,-1.6,-1.3,2.4,x,-1.1,-4.9
Cc1cccc(C)c1Nc1c(-c2ccsc2)nc2ncccn12,1.2,-3.9,-9.7,3.6,0.6,2.2,0.5,-0.4,9.3
CCc1ccc(N(C2C=CS(=O)(=O)C2)S(=O)(=O)c2ccc(C)cc2)cc1 (stereo not given),2.0,5.2,2.7,11.1,0.0,1.3,-1.3,12.1,2.1
CC(=O)CSc1nnc2cc(C)c3ccccc3n12,-3.1,11.5,4.7,-0.7,-4.3,6.8,3.5,2.8,-3.8
CCNc1nc(NCC)nc(N/N=C/c2ccc([N+](=O)[O-])o2)n1,-1.3,-34.1,-6.1,3.0,-1.6,-1.0,10.5,-13.4,-2.6
Cc1ccc(OCC(=O)Nc2cc(Cl)ccc2-n2cncn2)c(C)c1,x,-3.7,4.7,4.5,-2.7,-6.1,-1.3,x,2.0

# Assay outcomes as filed in PubChem.
